hK5 inh: blocks human kallikrein 5 protease activity | Q9Y337 | recombinant hK5, fluorogenic AMC substrate cleavage | inhibition, % at 5 µM | 210,000 tested, 0.59% active | AID 873;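 active = inhibition of 40% or more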;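 note: 0% = enzyme controls without compound and 100% = no-enzyme blanks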
14-3-3 Bad PPI: disrupts binding of bovine 14-3-3 zeta to phospho-Bad peptide | inhibition, % at 21.7 µM | TR-FRET 14-3-3zeta/Dy647-pBad peptide displacement, 1 h | 220,000 tested, 0.71% active | P63103;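 active = inhibition above about 70%, limit read from the data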;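 note: 0% = full 14-3-3 plus peptide FRET controls and 100% = background without 14-3-3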
Target sequence (P63103 whole entry, looked up): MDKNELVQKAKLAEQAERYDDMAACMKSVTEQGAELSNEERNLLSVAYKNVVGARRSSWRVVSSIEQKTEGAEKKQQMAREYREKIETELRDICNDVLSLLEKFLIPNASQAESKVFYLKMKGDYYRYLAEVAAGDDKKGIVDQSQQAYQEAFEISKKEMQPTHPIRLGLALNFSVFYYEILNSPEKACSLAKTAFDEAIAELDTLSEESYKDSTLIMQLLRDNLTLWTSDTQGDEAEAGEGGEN
FXIa inh: factor XIa (human) inhibition; P03951; purified FXIa, Boc-Glu-Ala-Arg-AMC fluorogenic substrate; inhibition, % at 5 µM; 220,000 tested, 0.14% active;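 active = inhibition of at least 40%; inactive = inhibition below 40%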;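 note: fluorescence of freed AMC excited at 355 nm; 0% = enzyme without compound and 100% = no enzyme blank; many of its hits are not listed in these tables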
Runt-CBFb FRET: inhibitors of human RUNX1 Runt domain binding to CBFb. Q01196+Q13951. Cerulean-Runt/Venus-CBFb FRET ratio 530/480, 1 h. inhibition, % at 20 µM. 220,000 tested, 0.46% active. AID 1496;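 active = inhibition over about 50% at 20 µM in the single-dose screen, limit read from the data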;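 note: 0% = DMSO wells and 100% = excess unlabeled CBFb competitor control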
Target sequence (Q01196 whole entry, looked up, the tested form may be a part): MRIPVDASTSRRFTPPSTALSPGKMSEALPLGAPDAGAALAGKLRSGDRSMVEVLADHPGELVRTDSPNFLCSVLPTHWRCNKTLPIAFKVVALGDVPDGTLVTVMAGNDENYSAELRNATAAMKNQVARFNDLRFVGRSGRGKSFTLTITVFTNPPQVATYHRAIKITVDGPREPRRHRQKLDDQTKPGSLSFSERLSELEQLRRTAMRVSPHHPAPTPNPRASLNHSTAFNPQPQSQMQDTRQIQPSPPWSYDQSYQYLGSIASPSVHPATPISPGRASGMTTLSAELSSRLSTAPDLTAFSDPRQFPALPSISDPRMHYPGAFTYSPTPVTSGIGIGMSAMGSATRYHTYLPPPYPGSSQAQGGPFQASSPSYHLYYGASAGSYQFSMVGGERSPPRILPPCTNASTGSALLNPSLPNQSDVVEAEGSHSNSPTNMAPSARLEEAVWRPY
Target sequence (Q13951 whole entry, looked up, the tested form may be a part): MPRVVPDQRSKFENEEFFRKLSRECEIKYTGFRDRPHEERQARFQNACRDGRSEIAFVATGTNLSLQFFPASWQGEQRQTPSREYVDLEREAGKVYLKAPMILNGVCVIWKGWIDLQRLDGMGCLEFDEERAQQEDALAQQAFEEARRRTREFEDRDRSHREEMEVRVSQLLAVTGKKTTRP
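Reagent – Venus-CBFb binding partner, 100 nM · Assay system – Cerulean-tagged RUNX1 Runt domain (FRET donor) fusion protein · Input – 100 nM per protein · Incubation – two 1 h room-temperature incubations shielded from light · Measured by – FRET fluorescence · Medium – Tris buffer pH 7.5 with salts and BSA · Benchmarks – unlabeled CBFb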
Wee1 degr inh: inhibitors of human Wee1 degradation; P30291; HeLa Luc-Wee1K328M stability, luciferase luminescence; 100% = proteasome inhibitor MG132 effect; reporter increase, % at 5 µM; 220,000 tested, 1.2% active;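 active = activation above the mean of all tested compounds plus 3 SD, set per screening run, cut at about 8.8% in these data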;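 note: cells exposed to compound for 20 h before luminescence read; 0% = DMSO alone and 100% = MG132 at 30 µM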
thrombin 1536: thrombin (human) inhibition; alpha-thrombin, Boc-VPR-AMC fluorogenic substrate cleavage; inhibition, % at 5 µM; 220,000 tested, 0.26% active;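 active = inhibition at or above 40%; inactive = inhibition below 40%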;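 note: 0% = enzyme with no compound and 100% = wells without enzyme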
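Material: human alpha-thrombin enzyme / Medium: pH 7.5 Tris (50 mM) with NaCl 150 mM, Tween 20 0.05% / Compound: single-point dosing at 5 µM, 0.2% DMSO / Incubation: enzyme reaction carried out at room temperature / Detection: AMC fluorescence, 355/460 nm / Read-out basis: percent inhibition scaled between no-compound controls and no-enzyme blanks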
FXIIa inh: factor XIIa (human) inhibition. P00748. purified FXIIa, Boc-QGR-AMC fluorogenic substrate, 2 h. inhibition, % at 5 µM. 220,000 tested, 0.3% active; in the data active = inhibition above about 40%;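 note: 0% = enzyme with no compound and 100% = blank without enzyme; many of its hits are not listed in these tables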
Runt-SMMHC FRET: Runt domain-CBFb-SMMHC interaction inhibition; Q01196+Q13951; Cerulean-Runt/Venus-CBFb-SMMHC FRET ratio 530/480, 1 h; inhibition, % at 20 µM; 220,000 tested, 0.74% active; AID 1434;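 active = mean inhibition across duplicate retests at 20 µM reaching about 50%, limit read from the data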;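 note: 0% = DMSO wells and 100% = wells with excess untagged CBFb-SMMHC; inhibitors lower the FRET ratio by blocking Runt binding to CBFb-SMMHC; some results filed as inactive read as strong as hits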
Hck-Nef inh: human Hck-Nef kinase inhibition. P08631. inhibition, % at 20 µM. Recombinant Hck-YEEI plus Nef, Z-Lyte FRET kinase assay. 220,000 tested, 0.68% active;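 active = Hck-Nef kinase inhibition above about 50%, limit read from the data; inactive = inhibition below that limit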;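 note: 0% = DMSO with Hck plus Nef and 100% = Hck alone without Nef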
An asterisk follows results filed as active; nt = no result given; [ ] = another dose, or the depositor's remark.

SMILES	hK5 inh	14-3-3 Bad PPI	FXIa inh	Runt-CBFb FRET	Wee1 degr inh	thrombin 1536	FXIIa inh	Runt-SMMHC FRET	Hck-Nef inh
COc1cc(OC)c(N(C)S(=O)(=O)c2cccc(C(=O)OCc3c(C)noc3C)c2)cc1Cl	-5	-8	-3	-1	-3	-12	6	-2	0
COc1cc(CNCCc2ccccc2)ccc1OCC(N)=O	-9	-6	2	-1	-2	0	9	0	1
CN1CCCC(OC(=O)CCCCC(=O)OC2CCCN(C)C2)C1 (stereo not given)	4	10[fluorescence artefact?]	0	0	0	3	12	0	1
COc1cc(OC)cc(C(=O)N2CCC(N3CCN(c4ccccc4)CC3)CC2)c1	0	41[fluorescence artefact?]	1	0	1	2	11	0	-8
O=C(C1CCN(S(=O)(=O)N2CCOCC2)CC1)N1CCOCC1	1	-7	0	-1	-3	1	5	3	1
CN(C)C(CN1C(=O)C2CC=CCC2C1=O)c1cn(C)c2ccccc12 (stereo not given)	-7	17[fluorescence artefact?]	-1	1	2	2	6	1	-22
CCOc1cc([N+](=O)[O-])c2nc(N)sc2c1	-3	-6	-5	0	-1	-3	9	-3	28
CCOC(=O)C1C(=O)NC(SCC(=O)OC)=C(C#N)C1c1ccccc1OCC (stereo not given)	-12	-3	4	-1	4	-1	11	4	6
Cc1ccc(C(=O)NNC(=O)C2CCCN(c3ncccn3)C2)cc1 (stereo not given)	-9	7	21	1	-1	5	29	-5	-1
CC(C)c1ccccc1NC(=O)COC(=O)Cc1ccsc1	-1	-3[fluorescence artefact?]	-5	1	1	-11	1	-2	4
CCOc1ccccc1NC(=O)CSc1nnc(Cn2c(=O)sc3ccccc32)n1C	-6	6	3	-1	-1	0	10	25	1
Cc1ccc(-c2cc(C(=O)OCC(=O)Nc3ncc(C(F)(F)F)cc3Cl)c3ccccc3n2)cc1	-9	2	-3	3	-1	-14	4	2	3
O=C(O)CSCc1cn2cc(Cl)ccc2n1	-11	4[fluorescence artefact?]	-4	1	1	1	14	-1	0
O=C(Cc1ccccc1)c1ccc2c(c1)OCCO2	0	-14	-1	0	3	0	9	0	17
O=c1cc(-c2ccc([N+](=O)[O-])cc2)c2ccc(O)cc2o1	4	5	1	3	-5	2	12	-4	7
OC(COc1ccc(CN2CCSCC2)cc1)CN1CCCCC1 (stereo not given)	nt	-9	-3	0	2	-6	0	3	-4
CCOc1cc(S(=O)(=O)N(Cc2ccccc2)Cc2ccccc2)c(OCC)cc1-n1cnnn1	9	-6	-5	-4	0	-7	-2	-2	0
COC(=O)CC1Oc2ccc(C)cc2NC1=O (stereo not given)	-3	10	0	5	-1	-4	23	3	0
O=C(C1CCCN1S(=O)(=O)c1cccc2cccnc12)N1CCc2ccccc2C1 (stereo not given)	-3	13	5	1	-2	-1	27	1	0
Cc1csc(Sc2ccc(S(=O)(=O)N3CCCC3)cn2)n1	11	-14	7	0	1	2	7	2	23
CC(=O)c1c(OC(=O)c2cccc(Cl)c2)c2ccccc2n1C	-5	-2	4	-1	1	-3	8	3	14
Cc1cc(C)nc(-n2nc(C)cc2NC(=O)c2ccc(F)cc2F)n1	1	0	-2	0	0	-4	8	-3	7
OC(CCCCN1CCCCC1)c1ccccc1 (stereo not given)	8	0	2	0	-2	6	13	-2	0
O=C(c1ccc(S(=O)(=O)N2CCOCC2)cc1)N1CCOCC1	18	-2	4	1	-2	0	10	-1	-22
Oc1ccc2oc3c(c2c1C=NCc1ccncc1)CCCC3	-1	0	-3	-21	25*	-7	1	-15	4

Remaining list, next part:
SMILES	hK5 inh	14-3-3 Bad PPI	FXIa inh	Runt-CBFb FRET	Wee1 degr inh	thrombin 1536	FXIIa inh	Runt-SMMHC FRET	Hck-Nef inh
CCOC(=O)c1c(C)[nH]c(C)c1C(=O)CSc1nnc(-c2ccncc2)n1C	-6	-6	9	-2	-3	2	23	0	1
COc1ccc(C(C)=O)cc1COC(=O)c1cccc(N(C)C)c1	-4	nt	17	-4	-1	-4	26	-5	3
Cn1c(Cn2nnc3ccccc32)nnc1SCC(=O)N1CCc2ccccc21	3	-10[fluorescence artefact?]	-9	1	1	-2	-3	1	-1
COc1cccc(N2CCN(S(=O)(=O)c3ccc4nc(-c5ccccc5)[nH]c4c3)CC2)c1	-8	-1	-3	-1	0	-12	9	4	2
CC(C)Oc1ccccc1C(=O)NC(CO)C(=O)O (stereo not given)	nt	-7	1	2	3	1	8	-2	2
C/C(Cc1ccccc1)=N\NC(=O)c1cc(C(C)(C)C)[nH]n1	-2	-6	-4	1	-2	-2	4	3	-11
Oc1cc2ccccc2cc1-c1n[nH]c(=S)n1Cc1ccco1	17	-11	12	35	-2	7	34	23	-10
S=C(NC1CCCCC1)N1CCc2[nH]c3ccccc3c2C1	3	0	3	-2	-3	1	9	-6	10
CCOC(=O)c1[nH]c2ccccc2c1NC(=O)c1ccc(S(=O)(=O)N2CCCCC2)cc1	-5	3	6	-5	0	1	11	-3	-1
Cc1cc(-c2ccccc2)n(-c2ccc(C(=O)NC(C)C)cc2)n1	-19	-5	1	2	-3	3	13	1	-1
CSc1nc(N(C)C)nc(N(C)C#N)n1	nt	-4	0	-3	2	-1	6	0	7
NC(=O)C1(N2CCCCC2)CCN(S(=O)(=O)c2cc(Cl)ccc2Cl)CC1	3	5	11	2	1	-2	22	0	2
CCN(CC)CCN(C(=O)c1ccc2c(c1)CCCC2)c1nc2ccc(F)cc2s1	0	-13	-2	-1	6	-7	4	-1	25
COc1ccccc1-n1ccnc1SCC(=O)NC(C)(C)C	-3	-6	-6	0	-1	-11	0	0	16
NS(=O)(=O)c1ccc(CCNS(=O)(=O)c2ccccc2)cc1	3	-5	1	-2	-2	-2	nt	2	-8
Cn1nnnc1SCC(=O)N1CCc2ccccc21	-2	3	-1	2	-4	-4	2	-1	7
CC1(C)NC(=O)N(CC(=O)OCC(=O)Nc2sccc2C#N)C1=O	0	-7	-1	0	0	0	8	-3	13
O=C1CC(c2ccccc2)=Nc2ccccc2N1Cc1ccccc1	1	8	-5	1	5	-24	10	2	2
CC(C)(O)C#Cc1ccc(CN2CCN(Cc3ccccc3)C(CCO)C2)cc1 (stereo not given)	-1	1	0	-1	2	-2	6	-1	9
CN(C)c1ccc(CN(C(=O)/C=C/c2ccccc2Cl)C2CCS(=O)(=O)C2)cc1 (stereo not given)	-3	5	-1	9	-1	-2	0	-7	7
C#CCOCCOCCOCCNc1nc(N2CCN(C(=O)[C@H](Cc3ccc(O)cc3)n3cc([C@@H](N)C(C)CC)nn3)CC2)nc(N2CCN(C(=O)[C@H](Cc3cc4ccccc4[nH]3)n3cc([C@@H](N)C(C)CC)nn3)CC2)n1 (stereo not given in full)	-1	41	0	5	0	0	8	10	-5
O=C(NCCc1ccc(Cl)cc1)c1ccc(CNc2c(N3CCOCC3)c(=O)c2=O)cc1	2	0	1	-1	1	-2	9	2	28
COc1ccc(CN2C(=O)c3ccccc3C2C(=O)NCC2CCCO2)c(OC)c1 (stereo not given)	11	8	-9	-2	-1	-3	5	-1	-1
CCOC(=O)C1CCN(c2nc(-c3ccccc3)nc3c2oc2ccccc23)CC1	-4	81*	22	-3	2	3	22	3	0
CCCC(=O)NC(=S)Nc1cccc2c(O)cccc12	2	-14	0	41	2	-1	12	14	18

Random excerpt: five entries already listed
SMILES	hK5 inh	14-3-3 Bad PPI	FXIa inh	Runt-CBFb FRET	Wee1 degr inh	thrombin 1536	FXIIa inh	Runt-SMMHC FRET	Hck-Nef inh
NC(=O)C1(N2CCCCC2)CCN(S(=O)(=O)c2cc(Cl)ccc2Cl)CC1	3	5	11	2	1	-2	22	0	2
CC(C)Oc1ccccc1C(=O)NC(CO)C(=O)O (stereo not given)	nt	-7	1	2	3	1	8	-2	2
Oc1cc2ccccc2cc1-c1n[nH]c(=S)n1Cc1ccco1	17	-11	12	35	-2	7	34	23	-10
O=C(NCCc1ccc(Cl)cc1)c1ccc(CNc2c(N3CCOCC3)c(=O)c2=O)cc1	2	0	1	-1	1	-2	9	2	28
Cn1c(Cn2nnc3ccccc32)nnc1SCC(=O)N1CCc2ccccc21	3	-10[fluorescence artefact?]	-9	1	1	-2	-3	1	-1

Single records, from the list above. Order of values: hK5 inh	14-3-3 Bad PPI	FXIa inh	Runt-CBFb FRET	Wee1 degr inh	thrombin 1536	FXIIa inh	Runt-SMMHC FRET	Hck-Nef inh
CCOC(=O)c1c(C)[nH]c(C)c1C(=O)CSc1nnc(-c2ccncc2)n1C reads -6	-6	9	-2	-3	2	23	0	1
C/C(Cc1ccccc1)=N\NC(=O)c1cc(C(C)(C)C)[nH]n1 reads -2	-6	-4	1	-2	-2	4	3	-11
CCOC(=O)C1CCN(c2nc(-c3ccccc3)nc3c2oc2ccccc23)CC1 reads -4	81*	22	-3	2	3	22	3	0
CCCC(=O)NC(=S)Nc1cccc2c(O)cccc12 reads 2	-14	0	41	2	-1	12	14	18

(cont.)
SMILES	hK5 inh	14-3-3 Bad PPI	FXIa inh	Runt-CBFb FRET	Wee1 degr inh	thrombin 1536	FXIIa inh	Runt-SMMHC FRET	Hck-Nef inh
Cc1ccc(S(=O)(=O)Nc2cccnc2)cc1	9	-2	-6	nt	-2	-4	14	-4	1
CCOC(=O)c1ccc2c(c1)N(Cc1ccccc1C)C(=O)c1ccccc1S2=O (stereo not given)	-9	-15	2	nt	7	1	15	nt	1
CC(C)(C)n1nnnc1C(c1ccccc1F)N1CCN(C2CCCC2)CC1 (stereo not given)	-18	17	2	2	-2	0	11	5	-1
CCOc1ccc2nc(C)cc(Nc3ccc4c(c3)OCCO4)c2c1	-19	-7	2	0	5	-3	6	-3	-1
S=C(Nc1ccc(Oc2ccc(NC(=S)NC3CCCCC3)cc2)cc1)NC1CCCCC1	-9	-20	3	0	0	-1	9	2	2
C=CCOc1ccc2c(CC)cc(=O)oc2c1C	-7	-8	6	-4	2	1	1	-6	1

Only thrombin 1536, for 3 of the compounds above:
compound	thrombin 1536
CCOC(=O)c1ccc2c(c1)N(Cc1ccccc1C)C(=O)c1ccccc1S2=O (stereo not given)	1
C=CCOc1ccc2c(CC)cc(=O)oc2c1C	1
S=C(Nc1ccc(Oc2ccc(NC(=S)NC3CCCCC3)cc2)cc1)NC1CCCCC1	-1

The order is random; overall some 4.2% were active at least once.
